Source: PubChem
sPLA2-III inh: human group III sPLA2 inhibitors, primary screen, biochemical, QFRET, BODIPY PC-A2 liposome substrate; QFRET BODIPY PC-A2 liposome hydrolysis, fluorescence; AID 743126, 2013; 370,000 compounds, 0.56% hits; inhibition, % at 12.2 µM;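 active means inhibition above mean plus 3 SD of compounds lying within the high and low control bounds, cut at about 19% in these data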;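 further: 0% = median of test compound wells and 100% = no enzyme DMSO wells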
DAX1 inh-1: DAX1 (NR0B1) inhibitors on StAR promoter, primary screen, cell-based, luminescence, SF-1 (NR5A1), full-length DAX-1 | HEK293T StAR-luciferase reporter, SF-1/DAX-1 repression relief | inhibition, % at 6.8 µM | 370,000 compounds, 1.1% hits | AID 652010, 2013;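 active means inhibition above the mean over all tested compounds plus 3 SD, cut at about 3.6% in these data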;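 further: 0% = DAX-1 cells with DMSO and 100% = cells lacking DAX-1 with DMSO; higher inhibition means more luminescence from relief of DAX-1 repression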
hcDAF-12 act: H. contortus DAF-12 nuclear receptor activators, primary screen, cell-based, luminescence, HEK293, lit1-tk-luc reporter; HEK293 hcDAF-12 lit1-tk-luc reporter; 0% DMSO, 100% Δ7-dafachronic acid; activation, % at 6.8 µM; 370,000 compounds, 1.4% hits;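 active means activation above the mean of all tested compounds plus 3 SD, cut at about 5.5% in these data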;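 further: 100% = response to 3 µM Δ7-dafachronic acid high control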
PLCb3 inh: human PLC-beta3 inhibitors, primary screen, biochemical, fluorescence | Purified PLC-beta3, fluorogenic substrate | inhibition, % at 12.2 µM | 1-phosphatidylinositol 4,5-bisphosphate phosphodiesterase beta-3 (Homo sapiens), Q01970 | 370,000 compounds, 0.18% hits; in the data active means inhibition above about 11%;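 further: 0% = median of compound wells on plate and 100% = full blocker control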
Target sequence (Q01970 whole entry, looked up): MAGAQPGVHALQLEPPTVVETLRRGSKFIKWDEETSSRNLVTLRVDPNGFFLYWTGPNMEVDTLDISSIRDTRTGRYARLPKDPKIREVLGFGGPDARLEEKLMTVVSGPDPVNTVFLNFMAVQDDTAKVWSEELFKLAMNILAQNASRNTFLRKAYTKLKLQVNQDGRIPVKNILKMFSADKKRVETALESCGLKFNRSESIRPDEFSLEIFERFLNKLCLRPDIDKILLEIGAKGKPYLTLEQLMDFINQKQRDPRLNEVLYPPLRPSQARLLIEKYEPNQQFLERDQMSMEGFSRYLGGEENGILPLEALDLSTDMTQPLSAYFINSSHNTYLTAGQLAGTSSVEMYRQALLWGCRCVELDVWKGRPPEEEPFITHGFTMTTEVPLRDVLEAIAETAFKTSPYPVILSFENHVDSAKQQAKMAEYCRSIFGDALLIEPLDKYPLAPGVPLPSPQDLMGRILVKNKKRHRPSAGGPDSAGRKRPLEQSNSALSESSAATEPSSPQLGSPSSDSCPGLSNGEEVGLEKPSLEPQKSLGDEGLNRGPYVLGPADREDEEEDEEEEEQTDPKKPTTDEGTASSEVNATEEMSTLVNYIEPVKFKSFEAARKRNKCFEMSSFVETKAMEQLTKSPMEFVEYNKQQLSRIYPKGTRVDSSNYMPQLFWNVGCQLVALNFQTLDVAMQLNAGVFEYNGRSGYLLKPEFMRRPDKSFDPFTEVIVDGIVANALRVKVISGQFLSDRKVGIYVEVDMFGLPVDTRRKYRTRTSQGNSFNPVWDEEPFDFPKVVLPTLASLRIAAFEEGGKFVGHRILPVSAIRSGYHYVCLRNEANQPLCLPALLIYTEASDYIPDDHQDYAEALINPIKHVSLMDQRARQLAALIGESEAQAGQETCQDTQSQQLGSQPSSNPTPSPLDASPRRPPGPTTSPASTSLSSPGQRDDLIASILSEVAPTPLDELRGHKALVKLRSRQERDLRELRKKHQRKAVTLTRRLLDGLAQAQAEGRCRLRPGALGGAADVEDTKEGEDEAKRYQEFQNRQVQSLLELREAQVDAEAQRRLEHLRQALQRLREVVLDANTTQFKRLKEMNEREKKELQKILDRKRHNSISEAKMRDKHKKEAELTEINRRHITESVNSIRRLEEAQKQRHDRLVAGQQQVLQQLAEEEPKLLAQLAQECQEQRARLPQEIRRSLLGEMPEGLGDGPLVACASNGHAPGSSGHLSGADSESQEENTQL
ssDAF-12 act: S. stercoralis DAF-12 nuclear receptor activators, primary screen, cell-based, luminescence, HEK293, GRIP1 co-expression, lit1-tk-luc; 370,000 compounds, 1% hits; activation, % at 6.8 µM; HEK293 ssDAF-12/GRIP1 lit1-tk-luc reporter; % of 3 µM dafachronic acid response;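 active means activation above the mean over all tested compounds plus 3 SD, cut at about 0.9% in these data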;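 further: 0% = DMSO-only wells and 100% = 3 µM delta7-dafachronic acid wells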
ADAM10 inh: human ADAM10 inhibitors, primary screen, biochemical, QFRET, HTS | 370,000 compounds, 0.62% hits | Disintegrin and metalloproteinase domain-containing protein 10 (Homo sapiens), O14672 | recombinant ADAM10, EDANS/DABCYL FRET peptide cleavage, 3 h | inhibition, % at 7 µM | AID 720582, 2013;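 active means inhibition above a per-campaign cutoff equal to the mean of compounds falling between control-based bounds plus 3 SD, cut at about 20% in these data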;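 further: 0% = DMSO wells while the 100% control is not disclosed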
GAA850 FXN act: FXN promoter activators, primary screen, cell-based, luciferase luminescence, HEK293 lucGAA850; HEK293 lucGAA850 FXN promoter luciferase reporter, 24 h; percent of 10 µM SAHA response; activation, % at 6 µM; 360,000 compounds, 0.56% hits;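 active means activation above the average of all compounds screened plus 3 SD, cutoff fixed separately per campaign, cut at about 7.5% in these data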;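 further: 0% = DMSO wells and 100% = 10 µM SAHA wells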
hgDAF12 agonist: H. glycines DAF-12 receptor agonists, primary screen, cell-based, luminescence, HEK293, GAL4 fusion, UAS-luciferase; Nuclear hormone receptor DAF-12 (Heterodera glycines), GAL4 fusion; HEK293 GAL4-hgDAF12 UAS-luciferase reporter, agonist luminescence; normalized to butyrate control; activation, % at 6.8 µM; 370,000 compounds, 1.8% hits;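 active means activation above a cutoff set at the mean of all screened compounds plus 3 SD, cut at about 10% in these data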;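 further: 0% = DMSO wells and 100% = sodium butyrate wells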
DAX1 inh-2: DAX1 (NR0B1) inhibitors, primary screen, cell-based, HEK293, Gal4-DAX1, luciferase luminescence; HEK293 Gal4-DAX1 luciferase reporter; AID 504766, 2011; 340,000 compounds, 0.99% hits; inhibition, % at 6.75 µM; Nuclear receptor subfamily 0 group B member 1 (Homo sapiens), P51843;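 active means inhibition above the mean over all tested compounds plus 3 SD, cut at about 4.2% in these data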;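 further: 0% = DAX1-transfected cells with DMSO and 100% = empty-vector control cells with DMSO; inhibition shows as a rise in luminescence from relieved DAX1 repression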
ADAM17 inh: ADAM17 inhibitors, primary screen, biochemical, QFRET; Disintegrin and metalloproteinase domain-containing protein 17 (Homo sapiens), P78536; recombinant ADAM17, EDANS/DABCYL FRET peptide cleavage; inhibition, % at 6.95 µM; 370,000 compounds, 0.83% hits;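 active means inhibition above the mean of compounds lying between control limits plus 3 SD, set per campaign, cut at about 8.5% in these data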;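 further: 0% = DMSO-only wells as the low control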
PLCg1 inh: PLC-gamma1 enzyme inhibitors, primary screen, biochemical, fluorescence, purified enzyme; 1-phosphatidylinositol 4,5-bisphosphate phosphodiesterase gamma-1 (Homo sapiens), P19174; inhibition, % at 12.2 µM; fluorogenic substrate; 370,000 compounds, 0.84% hits; in the data active means inhibition above about 9.5%
Numbers without * were called inactive; i = inactive; . = no result given. Not a hit list; any-hit rate near 6.9%.

SMILES	sPLA2-III inh	DAX1 inh-1	hcDAF-12 act	PLCb3 inh	ssDAF-12 act	ADAM10 inh	GAA850 FXN act	hgDAF12 agonist	DAX1 inh-2	ADAM17 inh	PLCg1 inh
O=c1[nH]c(C2CCN(S(=O)(=O)Cc3ccccc3)CC2)nc2c1nnn2Cc1ccccc1Cl	-8	-0.6	-0.1	-5	-1.1	2	0.8	-0.1	0.3	0	0
COC(=O)CSc1nc(N2CCOCC2)c2c(c1C#N)CC(C)(C)N(C)C2	4	0.3	0.4	i	-1.1	i	4.0	2.3	-0.1	-176	i
COc1cc(S(=O)(=O)N2CCN=C2c2ccccc2)ccc1F	-8	0.3	-1.6	0	-1.0	2	-0.5	-0.5	-0.2	-5	-1
COc1cc(C(=O)OCCNC(=O)c2cccnc2)cc(OC)c1OC	-7	-0.2	-0.5	4	-1.4	-2	1.7	0.8	0.5	0	1
CC1CCCC(C)N1C(=O)c1ccccc1Nc1ccc(SC(F)F)cc1 (configuration not stated)	7	0.2	-1.1	-1	-0.4	-16	-0.4	-2.0	1.9	1	2
COc1ccc(NS(=O)(=O)c2ccc(C(=O)N3CCCCCC3)cc2)cc1	-1	-3.1	-3.8	-1	-1.6	-6	-3.5	-3.9	-4.2	-1	2
C/C(=N/NS(=O)(=O)c1cc(C)ccc1C)c1ccncc1	6	-0.1	-0.3	-7	-1.0	4	1.3	2.4	0.1	0	1
CCC(C)N=CC1=C(O)CC(c2ccccc2)CC1=O (configuration not stated)	4	-0.2	-1.1	1	-1.3	6	0.1	-2.5	-0.5	-1	-4
S=C1NCCN1CC1CCN(CCC23CC4CC(CC(C4)C2)C3)CC1	3	0.9	-0.7	1	-0.8	-13	0.0	2.7	0.0	-5	0
CC(C)c1ccc(S(=O)(=O)NC2CCCC2)cc1	0	-2.0	-0.7	-6	-0.6	-4	1.8	-2.6	0.0	-3	3
O=C(CS(=O)(=O)c1ccccc1)Nc1ccc(S(=O)(=O)Nc2ncccn2)cc1	6	-0.7	-1.4	1	-1.5	-12	1.2	0.0	-1.0	-1	-1
CC(NC(=O)Cc1cccs1)c1ccncc1 (configuration not stated)	4	-0.2	-2.3	0	-0.8	-6	1.3	0.8	-0.3	0	-2

Among those listed so far, these have nitrogen in an aromatic ring:
SMILES	sPLA2-III inh	DAX1 inh-1	hcDAF-12 act	PLCb3 inh	ssDAF-12 act	ADAM10 inh	GAA850 FXN act	hgDAF12 agonist	DAX1 inh-2	ADAM17 inh	PLCg1 inh
O=c1[nH]c(C2CCN(S(=O)(=O)Cc3ccccc3)CC2)nc2c1nnn2Cc1ccccc1Cl	-8	-0.6	-0.1	-5	-1.1	2	0.8	-0.1	0.3	0	0
COC(=O)CSc1nc(N2CCOCC2)c2c(c1C#N)CC(C)(C)N(C)C2	4	0.3	0.4	i	-1.1	i	4.0	2.3	-0.1	-176	i
COc1cc(C(=O)OCCNC(=O)c2cccnc2)cc(OC)c1OC	-7	-0.2	-0.5	4	-1.4	-2	1.7	0.8	0.5	0	1
C/C(=N/NS(=O)(=O)c1cc(C)ccc1C)c1ccncc1	6	-0.1	-0.3	-7	-1.0	4	1.3	2.4	0.1	0	1
O=C(CS(=O)(=O)c1ccccc1)Nc1ccc(S(=O)(=O)Nc2ncccn2)cc1	6	-0.7	-1.4	1	-1.5	-12	1.2	0.0	-1.0	-1	-1
CC(NC(=O)Cc1cccs1)c1ccncc1 (configuration not stated)	4	-0.2	-2.3	0	-0.8	-6	1.3	0.8	-0.3	0	-2

The list goes on.
SMILES	sPLA2-III inh	DAX1 inh-1	hcDAF-12 act	PLCb3 inh	ssDAF-12 act	ADAM10 inh	GAA850 FXN act	hgDAF12 agonist	DAX1 inh-2	ADAM17 inh	PLCg1 inh
O=C(Cn1c(=O)n(Cc2ccco2)c(=O)c2c3c(sc21)CCCC3)Nc1ccccc1	-9	-0.4	-0.2	6	-1.6	7	0.1	-1.3	-1.0	3	7
COc1ccc(N=C2SC(C(=O)N3CCN(c4ccc([N+](=O)[O-])cc4)CC3)CC(=O)N2C)cc1 (configuration not stated)	3	0.3	-1.2	-1	-2.1	1	-2.2	0.3	2.8	-3	-1
COc1cc(C)c(NC(c2ccccc2)c2ccccc2)cc1OC	9	0.7	-0.6	-3	-1.9	6	2.4	0.1	0.0	4	3
COc1ccc(N(C(=O)c2ccco2)C(C(=O)NC2CCCC2)c2ccncc2)cc1OC (configuration not stated)	-4	0.6	1.3	-5	-0.2	-9	2.2	3.4	1.2	-1	0
O=C(/C=C/c1ccc([N+](=O)[O-])cc1)N1CCN(c2ccccc2F)CC1	1	0.7	0.1	0	-1.2	-7	-0.7	3.0	5.2*	-1	-3
COC(=O)c1ccccc1NC(=O)C1CC(=O)N(c2ccc(C)cc2)C1 (configuration not stated)	4	-0.1	-0.2	0	-1.1	-6	-0.9	-0.5	3.7	-3	1
N#C/C(=C\c1ccc(N2CCOCC2)cc1)c1ccccc1	5	1.5	6.1*	-28	0.4	2	5.9	21*	2.0	3	-22
COc1ccc(CN(C(C)=O)c2cccc(C)c2C)cc1	-2	-0.7	-0.4	-2	-1.7	-3	-1.0	-0.8	1.5	1	2
COCCCNC(=S)NCCc1ccc(F)cc1	11	0.6	0.3	-3	-1.1	-6	1.7	0.3	0.7	-1	0
CCn1cc(Br)c(C(=O)Nc2ccccc2C(=O)OC)n1	-3	-1.5	1.9	4	-1.2	-4	4.5	5.1	0.3	-1	-1
CCn1c(=O)n2n(c1=O)[C@]1(C=C(C)C2)CN(Cc2ccc(OC)cc2OC)C(NC(=O)c2ccccc2)=N1	18	.	-1.0	0	-1.1	9	.	3.0	.	5	3
CC(=O)NC(C)Cc1cn(Cc2ccccc2)c2ccccc12 (configuration not stated)	3	-0.1	-1.5	2	-1.2	-2	1.8	-2.0	0.2	6	8
C/C(=N\S(=O)(=O)c1ccc(C)cc1)N1CCCCC1	1	-0.6	0.8	3	-1.4	-6	0.8	-1.0	0.3	2	2
O=C(COC(=O)c1ccc([N+](=O)[O-])o1)Nc1ccc2c(c1)OCO2	-5	-1.0	1.0	-1	-0.1	-14	0.0	-2.1	-1.8	-3	0
O=C(CSc1nc2ccccc2o1)N1c2ccccc2Sc2ccc(Cl)cc21	0	-0.9	-1.5	0	-0.5	-3	1.8	-0.2	1.9	-5	-2
CCOC(=O)Nc1nc(-c2ccccc2)c(C(=O)c2ccccc2)s1	-16	0.1	0.2	-3	-0.8	-2	1.6	-2.6	1.9	4	0
CN(C(=O)N1CCN(S(=O)(=O)c2ccccc2)CC1)c1ccccc1	-1	0.2	-0.5	-1	-0.6	-1	-0.4	-3.0	-0.1	-2	0
CC(C)NC(=O)C1(C)CN(S(C)(=O)=O)CC(=O)N1CCc1ccccc1F (configuration not stated)	4	-0.3	-1.1	0	-1.2	-16	.	-1.9	.	-6	0
C=CCn1c(Oc2ccc(C=O)cc2OCC)nc2c1c(=O)n(C)c(=O)n2C	7	-0.4	-1.2	-3	-1.5	-3	-0.8	-1.2	-1.0	0	2
Cc1cc(C(=O)N/N=C\c2cc(C(C)(C)C)c(O)c(C(C)(C)C)c2)n[nH]1	2	0.4	0.6	-29	-1.4	0	2.1	0.3	-0.6	-1	-18
Cc1cccc(C)c1OCC(=O)Nc1ccncc1	15	-1.1	-2.0	-8	-0.3	-7	-1.5	-0.8	-0.6	-6	-1
Oc1c(Cl)cc(Cl)cc1CNc1nc2ccccc2[nH]1	-6	-0.2	-2.6	-10	-1.4	9	1.5	1.5	-1.2	4	-1
O=C(O)C1C2C=CC(C2)C1C(=O)N1CCN(CCO)CC1 (configuration not stated)	-1	0.0	-2.3	0	-1.2	9	-1.6	1.1	-0.2	-1	-2
CN(C(=O)c1cccc(NC(=O)Cc2cccc(NC(=O)C3CCN(C(=O)c4ccccc4)CC3)c2)c1)C1CCCC1	-15	-0.1	-1.0	2	-0.9	-2	0.7	-0.1	0.7	-3	1
Cc1nc2[nH]c(=S)[nH]c2cc1Br	1	-0.9	-1.1	4	-1.4	4	4.5	-0.1	-0.6	-2	0
Cc1ccc2c(c1)NC(=O)C(CC(=O)NCCCN1CCCCC1)O2 (configuration not stated)	-1	-0.4	-1.4	-1	-1.0	-9	0.7	6.5	4.5*	-2	-1
CN(C)c1ccc(-c2nnn(Cc3ccccc3Br)n2)cc1	-1	0.6	0.6	-14	-1.3	-3	12*	3.8	-0.4	4	-11
CC1CCN(c2oc(-c3cccc4ccccc34)nc2C#N)CC1	4	0.3	-1.3	-6	-1.6	-28	3.3	-1.8	-1.1	-10	-8
CCN(CC)C(=O)c1nc[nH]c1C(=O)N(CC)CC	6	0.6	-0.5	7	-1.4	9	0.4	0.3	-0.6	9.2*	14*
Cc1csc(SCC(=O)NC2CCS(=O)(=O)C2)n1 (configuration not stated)	12	0.0	0.5	-5	-1.4	-16	0.5	-1.5	2.5	-3	2
O=C(Nn1c(O)c(C=C2N=c3ccccc3=N2)sc1=S)c1ccccc1	-6	0.3	2.0	-49	-1.1	-16	2.5	-0.6	0.5	-9	-37
O=C1NC2(CCCCC2)OC12CCCCC2	2	1.0	0.6	2	-0.8	4	0.2	1.1	0.6	1	-2
Cc1cccc(N2CCN(C(=O)c3cccc(N4C(=O)C5CC=CC(C)C5C4=O)c3)CC2)c1C (configuration not stated)	-29	-1.8	-3.4	-13	-2.0	13	1.4	-1.2	-0.6	2	-9
NC(=O)CC(NC(=O)Cc1cccc2ccccc12)c1ccc(N2CCN(c3ccccn3)CC2)c([N+](=O)[O-])c1 (configuration not stated)	-14	-0.6	-2.0	-3	-1.3	3	-1.6	-0.6	1.5	0	3
c1ccc(CNCc2ccc(CNCc3ccccc3)cc2)cc1	11	-0.4	-1.5	-2	-1.3	-23	-1.1	-1.7	-0.6	-6	4
CC(C)C(=O)Nc1c(-c2ccccc2F)c(=O)c2ccccc2n1C	0	0.1	1.3	-41	-1.2	-44	-1.4	-0.7	0.2	-22	-32
